Screening data (PubChem)
ERa coact inh: ER-alpha (human) coactivator binding inhibition; P03372; TR-FRET ER-alpha LBD / SRC-1 peptide, estradiol-bound; inhibition, % at 25.6 µM; hit rate 1.7% among 86,000; AID 629; in the data active = inhibition above about 50%;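 also: 0% = receptor plus peptide control and 100% = peptide only without receptor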
E coli WT exp: growth inhibitors of E. coli BW25113 wild type. hit rate 0.15% among 98,000. OD600 absorbance. growth inhibition, % at 100 µM;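 active = growth inhibition above about 50% at one test dose, limit read from the data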;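 also: growth measured after 20 h incubation at 37 °C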
FAK blocker: blocks human focal adhesion kinase activity | inhibition, %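 (tested at 7 µM)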 | AID 727 | Q05397 | biochemical FAK kinase activity assay | hit rate 0.84% among 97,000; in the data active = inhibition above about 19%;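 also: 0% = DMSO and 100% = reference compound high control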
MT1-MMP txn act: MT1-MMP promoter transcription activation. HT1080 MT1-MMP promoter luciferase reporter, luminescence, overnight; hits give high values. activation factor at 10 µM. hit rate 0.16% among 86,000. AID 750;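 active = activation factor of at least 2 for MT1-MMP transcription at 10 µM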
ERa SRC1 pot: enhances coactivator binding to human estrogen receptor alpha | P03372 | TR-FRET ERalpha-LBD/SRC-Cy5 coactivator binding, 2 h; 100 = basal binding, no effect | coactivator binding (% of control), % at 25.6 µM | hit rate 1.3% among 86,000 | AID 639; in the data active = activity above about 200%;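 also: binding measured in presence of low estradiol as agonist stimulus; 0% = peptide alone without receptor and 100% = receptor with peptide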
PLAP act: human PLAP activation. P05187. purified PLAP enzyme, luminescent substrate read-out; hits give high values. activation fold at 20 µM. hit rate 1.2% among 96,000. AID 696; in the data active = activation fold above about 2
Target sequence (P05187 whole entry, looked up): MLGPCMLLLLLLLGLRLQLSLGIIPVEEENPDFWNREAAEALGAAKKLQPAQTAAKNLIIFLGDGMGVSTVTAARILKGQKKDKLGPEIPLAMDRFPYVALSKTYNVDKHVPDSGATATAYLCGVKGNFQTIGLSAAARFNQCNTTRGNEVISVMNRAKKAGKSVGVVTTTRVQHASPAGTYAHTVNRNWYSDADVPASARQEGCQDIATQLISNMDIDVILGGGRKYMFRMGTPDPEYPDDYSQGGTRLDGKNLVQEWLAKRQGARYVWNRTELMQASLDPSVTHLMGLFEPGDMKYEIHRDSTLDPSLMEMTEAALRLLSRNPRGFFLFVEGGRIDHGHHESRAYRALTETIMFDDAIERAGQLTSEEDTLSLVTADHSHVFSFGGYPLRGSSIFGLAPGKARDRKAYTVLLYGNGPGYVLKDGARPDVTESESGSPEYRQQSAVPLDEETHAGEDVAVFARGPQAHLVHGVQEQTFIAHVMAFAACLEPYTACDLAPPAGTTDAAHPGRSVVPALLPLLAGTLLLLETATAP
CD11b adhes inh: blocks human CD11b/CD18 adhesion to fibrinogen; P05107+P11215; K562 CD11b/CD18 adhesion to fibrinogen, ATPlite luminescence; Mn2+ added to activate the integrin; inhibition, % at 10 µM; hit rate 0.54% among 93,000; AID 1497;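 active = primary inhibition of 50% or more at 10 µM, then 40% or more on retest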; also: some results filed as inactive read as strong as hits
ERb coact inh: blocks coactivator binding to human estrogen receptor beta. inhibition, % at 25.6 µM. hit rate 1.3% among 86,000. AID 633. TR-FRET ER-beta LBD / SRC1-Cy5 peptide binding; receptor agonist-loaded with 1 µM estradiol. Q92731;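 active = compounds whose percent inhibition of the receptor-coactivator binding signal exceeds about 50% in the single-dose screen, limit read from the data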;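 also: 0% = receptor plus peptide wells without compound and 100% = peptide-only wells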
Target sequence (Q92731 whole entry, looked up, the tested form may be a part): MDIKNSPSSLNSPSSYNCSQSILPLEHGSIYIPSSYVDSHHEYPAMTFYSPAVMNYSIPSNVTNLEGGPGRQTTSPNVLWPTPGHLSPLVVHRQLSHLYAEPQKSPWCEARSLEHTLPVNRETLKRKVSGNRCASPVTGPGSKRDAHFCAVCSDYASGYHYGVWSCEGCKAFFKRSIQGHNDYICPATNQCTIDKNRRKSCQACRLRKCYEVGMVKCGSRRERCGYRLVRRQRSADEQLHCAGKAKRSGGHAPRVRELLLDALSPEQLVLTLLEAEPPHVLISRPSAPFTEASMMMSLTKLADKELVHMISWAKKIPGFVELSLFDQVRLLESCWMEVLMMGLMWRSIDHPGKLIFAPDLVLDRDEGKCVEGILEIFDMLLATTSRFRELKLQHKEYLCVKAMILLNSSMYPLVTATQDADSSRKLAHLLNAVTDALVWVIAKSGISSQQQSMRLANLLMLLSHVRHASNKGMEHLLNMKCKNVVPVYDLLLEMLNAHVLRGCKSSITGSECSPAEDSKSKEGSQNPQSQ
Mac1 fbg enh: enhancers of human CD11b/CD18 binding to fibrinogen. K562 CD11b/CD18 adhesion to fibrinogen, ATPlite luminescence. activation, % at 10 µM. hit rate 0.07% among 93,000;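 active = 10 µM primary screen giving 50% or more activity, confirmed by 40% or more on retest at that dose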; also: strong numbers were not always called active; reference of the scale not given here
Active calls of the source: *; x = no result given; [ ] = remark or other dose. Rows are unselected (roughly 5.1% active in at least one column).

SMILES | ERa coact inh | E coli WT exp | FAK blocker | MT1-MMP txn act | ERa SRC1 pot | PLAP act | CD11b adhes inh | ERb coact inh | Mac1 fbg enh
CCOC(=O)c1cc(C#N)c(SCC(=O)c2cc(C#N)c(SC)nc2C)[nH]c1=O | 27[fluorescence artefact?] | -10 | x | 1.2 | 151[fluorescence artefact?] | 1.5 | 0 | 17 | 1
CCOC(=O)c1[nH]c(C)c(CN(CCc2ccccc2)C(=O)CCC(=O)O)c1C | -10 | 0 | -2 | 1 | 104 | 1.3 | x | -8 | x
N=c1c(C(=O)NC2CCCCC2)cc2c(=O)n3ccccc3nc2n1CCN1CCOCC1 | 1[fluorescence artefact?] | x | x | 1.1 | 85 | x | x | 11[fluorescence artefact?] | x
COc1ccc(-c2oc(NC(=O)CSc3ncn[nH]3)c(C#N)c2-c2ccc(OC)cc2)cc1 | 9 | -10 | -6 | 1.1 | 71 | 1 | 0 | -5 | -4
CCOc1ccccc1NC(=O)C1C2C=CC(O2)C1C(=O)O (stereo unspecified) | -9 | 2 | -1 | 1.2 | 132 | 1.4 | -3 | 0 | -1
O=C(CCC1COc2ccccc2O1)NCC1COc2ccccc2O1 (stereo unspecified) | -8 | 0 | 0 | 1.1 | 93 | x | x | -6 | x
COc1cc(F)ccc1S(=O)(=O)N1CCN(C23CC4CC(CC(C4)C2)C3)CC1 | 9[fluorescence artefact?] | -14 | -1 | 1 | 115[fluorescence artefact?] | 1.5 | -20 | 2[fluorescence artefact?] | -1
O=C(CSc1nnc(-c2ccccc2Cl)o1)Nc1ccc2c(c1)OCCO2 | -22[fluorescence artefact?] | x | -2 | 1.3 | 111 | x | x | -3 | x
NC(=O)C1CCN(C(c2ccccc2Cl)c2nnnn2Cc2ccc3c(c2)OCO3)CC1 (stereo unspecified) | 6 | -17 | 0 | 1.1 | 93 | 1.7 | -27 | 11 | 0
O=C(NCc1ccc2c(c1)OCO2)C1CCCN(S(=O)(=O)c2cccc3cccnc23)C1 (stereo unspecified) | -3 | 2 | 3 | 1.1 | 107 | 1 | 6 | -3 | -4
CCOc1ccc(N(C(=O)Nc2ccccc2)C2=NCCC2)cc1 | 4[fluorescence artefact?] | -4 | 0 | 1.4 | 109 | 1.6 | -15 | 0[fluorescence artefact?] | 3
COc1cccc(NS(=O)(=O)c2cn(C)c(=O)n(C)c2=O)c1 | -6 | 4 | 0 | x | 119 | 0.9 | -48 | -3 | -1
Cc1ccc2cc(C#N)c(NCc3ccco3)nc2c1 | 3 | -10 | -5 | 0.9 | 111 | 0.8 | -11 | 13 | 33
CCOc1ccc(C(C)=O)cc1CC(C(N)=O)C(N)=O | -7 | 0 | -2 | 1.2 | 102 | 0.9 | -28 | 2[fluorescence artefact?] | 1
CC1(C(=O)O)CCC(C(=O)NCCc2ccccc2)C1(C)C (stereo unspecified) | -1 | -12 | 1 | 1 | 125[fluorescence artefact?] | 1.1 | -40 | -10 | -2
C1=C(c2ccccc2)CCN(c2nc3ccccc3n3cnnc23)C1 | 10 | -3 | 2 | 1.2 | 154 | 1.5 | 12 | 17 | 28
CCC(=O)NS(=O)(=O)c1cccnc1Nc1ccc(Cl)cc1 | x | -2 | -4 | x | x | 1.3 | 3 | x | -5
CC(C)(C)C1(C)OC(C(=O)NC2CCCCC2)C(C(=O)NC2CCCCC2)O1 (stereo unspecified) | 3 | -3 | -6 | 1.2 | 96 | 1.4 | x | 4 | x
Cc1nnc(SCC(=O)N2CCC(c3noc4ccc(F)cc34)CC2)s1 | -20 | -5 | -1 | 1.2 | 109 | 1.1 | 2 | -6 | 2
CCOC(=O)CSC1=C(C#N)C(c2ccccc2C)C2=C(CCCC2=O)N1 (stereo unspecified) | -2 | -3 | -2 | 1.2 | 128 | 0.8 | -7 | -7 | -1
CCOC(=O)C1(C(F)(F)F)N=C(N(C)C)OC(N(C)C)=N1 | 6[fluorescence artefact?] | 1 | -7 | 1.1 | 124 | 1.1 | -9 | 6[fluorescence artefact?] | 0
COC(=O)c1ccccc1NC(=O)CSCC(=O)Nc1ccccc1OC | x | 3 | 2 | x | x | 0.9 | 4 | x | 3
CCCOn1c(-n2nc(C)cc2C)nc2ccccc2c1=O | 6[fluorescence artefact?] | 2 | 4 | 1 | 100[fluorescence artefact?] | 1 | -19 | 4[fluorescence artefact?] | -3
CC1=C(NCCc2ccccc2)CCC1=O | -43 | -1 | 0 | 1 | 101 | 0.6 | -4 | -30 | 0
COc1ccc(C2c3ccc4ccccc4c3Oc3ncn(CCN4CCOCC4)c(=N)c32)cc1 (stereo unspecified) | -6 | 7 | -4 | 1.2 | 84 | 1.5 | -5 | -11 | 5
Later entries.
SMILES | ERa coact inh | E coli WT exp | FAK blocker | MT1-MMP txn act | ERa SRC1 pot | PLAP act | CD11b adhes inh | ERb coact inh | Mac1 fbg enh
CCOCCCn1c(=N)c(C(=O)NCc2ccc3c(c2)OCO3)cc2c(=O)n3ccccc3nc21 | 36[fluorescence artefact?] | -5 | 4 | 1 | 73[fluorescence artefact?] | 1.3 | -13 | 24[fluorescence artefact?] | -5
O=C(CSc1nnc(Cc2cccs2)n1-c1ccccc1)Nc1ccc2c(c1)OCCO2 | 10 | -11 | 1 | 1.1 | 114 | 0.9 | -6 | -2 | 12
CCOC(=O)c1[nH]cnc1C(=O)NC(C)C | -3 | x | -1 | 1 | 96 | x | x | 0 | x
CC(C)c1nnc(SCC(=O)Nc2ccc3c(c2)OCO3)n1C | 4 | x | -2 | 1 | 94 | x | x | 10 | x
CCn1ncc(C2=NOC(C(=O)Nc3cc(OC)c(Cl)cc3OC)C2)c1C (stereo unspecified) | 3 | -16 | x | 1.1 | 101 | 0.8 | -1 | -2 | 22
CN(/N=C/c1ccncc1)c1cnn(-c2ccc(F)c(Cl)c2)c(=O)c1Cl | x | -9 | -3 | x | x | 1 | 6 | x | 43
CN(C)S(=O)(=O)c1ccc(C(=O)Nc2ccccn2)cc1 | -2 | 1 | 2 | 1.3 | 111[fluorescence artefact?] | 0.8 | 0 | -2 | -4
COc1ccc(NC(C)=O)cc1NC(=O)CN1CCN(CC(=O)Nc2ccccc2Cl)CC1 | -8 | -8 | 4 | 1.1 | 112 | 1.3 | x | 7[fluorescence artefact?] | x
NC(=O)C1CCN(C(c2ccccc2F)c2nnnn2Cc2ccco2)CC1 (stereo unspecified) | 4 | 2 | 3 | 1.1 | 107 | 1.2 | x | -3 | x
COc1ccc(C2CC(c3ccc(F)cc3)Nc3nc(N)nn32)cc1OC (stereo unspecified) | -4 | -3 | -3 | 1 | 110[fluorescence artefact?] | 1.8 | -8 | -1 | -2
CCCNC(=O)COC(=O)c1[nH]c(C)c(C(=O)OCC)c1C | -2 | -4 | 0 | 1.3 | 115 | 1.2 | 2 | -5 | -3
CCOC(=O)c1ccc(N2C(=O)CC(N(C)Cc3ccccc3)C2=O)cc1 (stereo unspecified) | -4 | -1 | 1 | 1.3 | 97 | 0.8 | -2 | 4 | -3
CCc1cc2c(=O)nc3n(c2s1)Cc1ccccc1/C3=C(/O)c1ccccc1Cl | 17 | -4 | 1 | x | 92 | 1.6 | 11 | -7 | 32
CCOC(=O)C(NC(=O)Nc1ccccc1)(OCC)C(F)(F)F (stereo unspecified) | 2 | -6 | 0 | 1.3 | 111[fluorescence artefact?] | 0.8 | -16 | -7 | 7
CC12CC3CC(C)(C1)CC(C(=O)Nc1nn[nH]n1)(C3)C2 | -4[fluorescence artefact?] | -4 | x | 1 | 226* | 1.1 | -9 | -6[fluorescence artefact?] | -5
Cc1ccc(-c2nnn(CC(=O)Nc3ccccc3N3CCOCC3)n2)cc1 | -2 | -3 | 0 | 1 | 113 | 0.9 | 3 | -7 | -1
CC(C)Cn1c2nc3ccccc3nc2c2c(=O)n(CCN3CCOCC3)cnc21 | 2 | 1 | 0 | 1 | 118 | 1.6 | -20 | 1 | 2
C[N+]1(CCNC(=O)/C=N/O)CCCCC1 | -6 | 3 | 1 | 1.2 | 114 | 0.9 | -2 | -8 | -2
N#Cc1cc2c([nH]c1=S)CCCCCC2 | x | 0 | 0 | 1.4 | x | 1 | 12 | x | -2
COc1ccc(NC(=O)C23CCC(C)(C(=O)O2)C3(C)C)cc1 (stereo unspecified) | -18 | -11 | 1 | 1.2 | 116 | 0.8 | -8 | -22[fluorescence artefact?] | -6
COC(=O)CSc1nc2ccccc2nc1SCC(=O)OC | -24 | -8 | 3 | 1.3 | 78 | 1 | x | -26 | x
CC(NC(=O)COC(=O)c1cn(-c2ccccc2)nc1-c1cccs1)c1ccccc1 (stereo unspecified) | x | -15 | -1 | x | x | 1.4 | 22 | x | 23
Cc1nc2sc(C(c3cccc(F)c3)N3CCC(O)CC3)c(O)n2n1 (stereo unspecified) | 10[fluorescence artefact?] | 3 | 0 | 1 | 101 | 0.9 | -12 | 2 | 1
CN(C(=O)c1cccc(N2C(=O)C3CC=CCC3C2=O)c1)C1CCCCC1 (stereo unspecified) | -8 | 9 | 1 | 1.3 | 104 | x | x | -11 | x
O=C(Nc1ccccc1)N1CCc2ccccc2C1 | -2 | x | 2 | x | 105 | x | x | -4 | x
COc1ccc(OC)c(C(O)c2coc3ccc(O)c(CN4CCOCC4)c23)c1 (stereo unspecified) | 4 | 3 | x | 1.2 | 100 | 1.2 | 0 | 15 | -6
CC1CCN(C(=O)c2cc3ccccc3o2)CC1 | -7 | 4 | 1 | 1.4 | 97 | 0.9 | 3 | 0 | -1
COCCn1c(C)cc(C(=O)COC(=O)c2n[nH]c3ccccc23)c1C | 4 | 6 | x | 0.1 | 109 | 1.6 | 53* | 13 | -6
CC(=O)OCN(C#N)c1nc(N(C)C)nc(N(C)C)n1 | 0 | 5 | -2 | 1 | 112 | 1.2 | -6 | -1[fluorescence artefact?] | -8
Cc1ccc(-c2nnc(-c3ccccc3)o2)cc1Br | 8[fluorescence artefact?] | x | -2 | 1.6 | 122 | x | x | 3 | x

12 of the compounds above, in CSV form:
SMILES,ERa coact inh,E coli WT exp,FAK blocker,MT1-MMP txn act,ERa SRC1 pot,PLAP act,CD11b adhes inh,ERb coact inh,Mac1 fbg enh
CCOC(=O)c1ccc(N2C(=O)CC(N(C)Cc3ccccc3)C2=O)cc1 (stereo unspecified),-4,-1,1,1.3,97,0.8,-2,4,-3
CCc1cc2c(=O)nc3n(c2s1)Cc1ccccc1/C3=C(/O)c1ccccc1Cl,17,-4,1,x,92,1.6,11,-7,32
CCOC(=O)C(NC(=O)Nc1ccccc1)(OCC)C(F)(F)F (stereo unspecified),2,-6,0,1.3,111[fluorescence artefact?],0.8,-16,-7,7
CC12CC3CC(C)(C1)CC(C(=O)Nc1nn[nH]n1)(C3)C2,-4[fluorescence artefact?],-4,x,1,226*,1.1,-9,-6[fluorescence artefact?],-5
Cc1ccc(-c2nnn(CC(=O)Nc3ccccc3N3CCOCC3)n2)cc1,-2,-3,0,1,113,0.9,3,-7,-1
CC(C)Cn1c2nc3ccccc3nc2c2c(=O)n(CCN3CCOCC3)cnc21,2,1,0,1,118,1.6,-20,1,2
C[N+]1(CCNC(=O)/C=N/O)CCCCC1,-6,3,1,1.2,114,0.9,-2,-8,-2
N#Cc1cc2c([nH]c1=S)CCCCCC2,x,0,0,1.4,x,1,12,x,-2
COc1ccc(NC(=O)C23CCC(C)(C(=O)O2)C3(C)C)cc1 (stereo unspecified),-18,-11,1,1.2,116,0.8,-8,-22[fluorescence artefact?],-6
COC(=O)CSc1nc2ccccc2nc1SCC(=O)OC,-24,-8,3,1.3,78,1,x,-26,x
CC(NC(=O)COC(=O)c1cn(-c2ccccc2)nc1-c1cccs1)c1ccccc1 (stereo unspecified),x,-15,-1,x,x,1.4,22,x,23
Cc1nc2sc(C(c3cccc(F)c3)N3CCC(O)CC3)c(O)n2n1 (stereo unspecified),10[fluorescence artefact?],3,0,1,101,0.9,-12,2,1
